Bioassay records (PubChem)
NR2E3 ag-1: human photoreceptor-specific nuclear receptor agonism; CHO-S Gal4-NCOR/VP16-NR2E3 two-hybrid, luciferase; inhibition of corepressor binding, % at 3.98 µM; actives 0.35% (n = 360,000); AID 602229;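 active = inhibition above the mean of all tested compounds plus 3 SD, cut at about 70% in these data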;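 also: 0% = DMSO with NR2E3 transfected cells and 100% = cells lacking NR2E3 construct; higher means lower luciferase signal from less NR2E3 corepressor binding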
Target sequence (Q9Y5X4 whole entry, looked up, the tested form may be a part): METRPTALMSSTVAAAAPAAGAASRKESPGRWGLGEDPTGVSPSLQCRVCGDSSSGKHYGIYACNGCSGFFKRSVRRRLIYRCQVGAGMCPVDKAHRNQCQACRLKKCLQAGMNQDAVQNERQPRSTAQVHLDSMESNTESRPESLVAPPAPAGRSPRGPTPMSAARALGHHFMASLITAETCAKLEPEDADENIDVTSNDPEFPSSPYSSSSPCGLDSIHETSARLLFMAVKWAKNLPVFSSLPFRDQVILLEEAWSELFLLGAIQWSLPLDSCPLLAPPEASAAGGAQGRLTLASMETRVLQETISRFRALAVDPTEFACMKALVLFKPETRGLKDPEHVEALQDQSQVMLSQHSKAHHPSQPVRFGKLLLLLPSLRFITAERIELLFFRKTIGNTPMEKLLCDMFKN
KKLEB cytotox: CF airway cell cytotoxicity counter-screen | activity change (cytotoxicity), % at 5 µM | AID 602141 | KKLEB CF airway cells viability, ATPlite luminescence, overnight; hits give low values; cells stimulated with P. aeruginosa culture filtrate | actives 0.36% (n = 360,000);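 active = corrected activity change at or below -50% at 5 µM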
Peg3 prom inh: reduces Peg3 promoter-driven luciferase expression in HeLa; HeLa PEG-Prom luciferase reporter, luminescence, overnight; inhibition, % at 20 µM; actives 1.7% (n = 360,000);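 active = inhibition of at least 50% at 20 µM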
Shn3 inh set2: inhibitors of Schnurri-3 3'UTR reporter in osteoblasts; Clone20 osteoblast Shn3 3'UTR firefly luciferase, 24 h; inhibition, % at 12.5 µM; actives 0.52% (n = 360,000); AID 588674;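 active = mean inhibition of at least 75% with every replicate also reaching 75%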;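 also: 0% = median of neutral control wells and 100% = pilot-screen positive control compound; some compounds past the cut are filed as inactive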
NR2E3 ag-2: activates human photoreceptor nuclear receptor NR2E3 | GST-NR2E3/biotin-RetCOR TR-FRET, 1536-well | inhibition of corepressor binding, % at 4.78 µM | Q9Y5X4 | actives 0.12% (n = 320,000) | AID 2300;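 active = percent inhibition above the cutoff of mean plus 3 SD of all tested compounds, set per screening campaign, cut at about 20% in these data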;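 also: 0% = DMSO wells and 100% = biotin wells as full block of FRET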
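Material: NR2E3–RetCOR corepressor complex / Amount: 1.35 nM GST-NR2E3 / Medium: Tris pH 7.5 / Compound: single nominal compound dose of 4.8 µM / Incubation: 5 h at 4 °C / Technique: TR-FRET, Eu(K)-anti-GST donor, streptavidin-D2 acceptor, ex 340, em 617/671 nm / Read-out basis: percent loss of FRET ratio relative to control wells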
TWEAK Fn14 block: TWEAK-Fn14 signaling inhibition; actives 2% (n = 360,000); TWEAK-stimulated Fn14 reporter cells, luciferase luminescence, 8 h; inhibition, % at 10 µM; in the data active = inhibition above about 50%
aDG glyco act: alpha-DG glycosylation activation; Pro5-aDG cells, alpha-DG glycosylation AlphaScreen (IIH6); 0% Pro5, 100% B10-LARGE cell signal; activation, % at 10 µM; AID 624168; actives 0.22% (n = 360,000);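 active = activation of at least 8% versus controls, or a plate z-score of at least 8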;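 also: Pro5 are CHO cells carrying HIG-tagged alpha-DG that lacks glycosylation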
hiPSC survival: hiPSC single-cell survival enhancement; survival enhancement, % at 20 µM; ATPlite luminescence; 100% = ROCK inhibitor wells, 0% = DMSO; actives 0.044% (n = 360,000); in the data active = survival enhancement above about 18%;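 also: cells exposed to compounds for 16 hours before the ATP read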
MITF TRPM1 inh: inhibitors of MITF-driven TRPM1 promoter in melanoma cells; inhibition, % at 12.5 µM; SK-MEL-5 TRPM1 promoter luciferase, 24 h; AID 488899; actives 0.83% (n = 330,000);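 active = mean inhibition across replicates of 60% or more, whatever share of single replicates reaches that level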; also: values of inactives mirror those of a sister screen read the other way
HIF-2a inh: HIF-2a inhibition | inhibition, % at 18.8 µM | 786-0 RCC cells HIF-2a reporter, luciferase luminescence, overnight | actives 0.72% (n = 360,000);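 active = inhibition of the luminescence signal of 40% or more relative to plate controls, in a single-dose primary screen at 18.75 µM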
CF NFkB block: blocks PAF-induced NF-kB reporter in cystic fibrosis cells; KKLEB NF-kB-GFP reporter, GFP fluorescence overnight; inhibition, % at 5 µM; actives 0.86% (n = 360,000);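 active = at least 50% inhibition at 5 µM, scaled per plate between neutral and stimulator controls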;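 also: PAF is a Pseudomonas aeruginosa culture filtrate used as stimulus; plate controls were PAF-stimulated DMSO wells for no effect and unstimulated DMSO wells for full effect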
* = called active by the depositor; x = no result given.

SMILES | NR2E3 ag-1 | KKLEB cytotox | Peg3 prom inh | Shn3 inh set2 | NR2E3 ag-2 | TWEAK Fn14 block | aDG glyco act | hiPSC survival | MITF TRPM1 inh | HIF-2a inh | CF NFkB block
COC1c2ccccc2C(=O)N1Cc1ccc(F)cc1 (centres undefined) | 5 | 28 | 20 | 55 | 0 | 10 | -0.1 | 0.4 | 19 | -5 | -17
COc1ccc(S(=O)(=O)N2CCOCC2)cc1NC(=O)CO/N=C/c1ccccc1OC(F)F | -6 | -2 | 27 | 9 | -3 | -23 | 0.0 | -1.5 | 0 | 30 | 13
C=C(C)C(=O)Nc1ccc2c(c1)OCCOCCOCCO2 | 20 | 8 | 2 | x | 1 | 2 | 0.1 | -0.7 | 7 | 4 | -13
Cc1cnc(C(=O)OCC(=O)Nc2cccc3ccccc23)cn1 | -13 | 20 | 13 | -1 | x | -6 | 0.1 | -0.2 | 9 | 18 | 12
O=C(CSc1nc2ccccc2c(=O)n1Cc1ccc(F)cc1)NCc1cccs1 | -21 | -8 | 23 | 10 | 5 | -15 | -0.2 | -2.6 | -2 | 11 | 5
Cc1ccc(S(=O)(=O)N[C@H](C(=O)N2CCC(C(=O)N[C@H](C(=O)O)c3ccccc3)CC2)C(C)C)cc1 | 6 | -3 | 11 | -1 | 4 | 5 | -0.4 | 1.0 | -5 | 13 | 17
Cc1ccc(-c2csc3nc4c5ccccc5c(NCCCN(C)C)nn4c(=O)c23)cc1 | -25 | -60* | 109* | 25 | 3 | -2 | -0.1 | -0.7 | 85* | -8 | 11
CC(C)OC(=O)CSc1nnc(-c2ccc(Cl)cc2Cl)o1 | -35 | -6 | -4 | -2 | 1 | -3 | -0.1 | 0.1 | -5 | 8 | 10
CC(C)c1nc2ccc(NC(=O)C3CCCCC3)cc2[nH]1 | -15 | -4 | -27 | 13 | -2 | -20 | -0.2 | -3.4 | -19 | -49 | 2
Cc1ccccc1OCC(=O)N/N=C/c1ccc2c(c1)OCCO2 | -2 | 5 | -105 | -3 | 4 | 35 | -0.1 | 1.4 | -5 | -165 | -6
CCOC(=O)c1ccc(C(=O)OCC)c(NC(=S)Nc2ccc([N+](=O)[O-])cc2OC)c1 | -34 | -10 | -133 | -2 | 2 | -11 | -0.3 | 2.8 | -30 | -163 | -2
COc1ccc(Cl)cc1NC(=O)CSc1nc(Nc2ccccc2)nc(N2CCOCC2)n1 | 8 | -1 | 35 | 22 | 2 | 2 | -0.4 | -0.3 | -9 | 21 | 21
O=C(OCc1nc2ccccc2s1)c1ccc(Br)o1 | -38 | 12 | -67 | -16 | -7 | -32 | 0.0 | 0.0 | -7 | -102 | -12
C[C@H](CO)N1C[C@H](C)[C@H](CN(C)C(=O)Nc2ccc(N3CCN(C)CC3)cc2)OCc2cnnn2CCCC1=O | 4 | 2 | -6 | -14 | x | -3 | 0.0 | 0.4 | x | -1 | -8
CC(=O)N1CCN(C(=O)c2cccc(NS(=O)(=O)c3ccc(Br)cc3)c2)CC1 | -36 | -12 | 4 | -6 | 1 | -11 | 0.4 | 0.0 | 7 | 3 | -21
CCOC(=O)/C(N=Nc1c(C)n(C)n(-c2ccccc2)c1=O)=C(\C)O | -15 | 0 | -3 | -33 | 1 | 12 | 0.0 | 3.0 | 14 | 13 | -5
CN(c1ccccc1)S(=O)(=O)c1ccc(NC(=O)c2cccs2)cc1 | -2 | -4 | 15 | 24 | 3 | 18 | -0.5 | -1.5 | -19 | -34 | 1
Cc1nc2ccccc2c(=O)n1-c1cccc(NS(=O)(=O)c2ccccc2)c1 | 14 | 4 | 12 | -19 | -2 | 7 | 0.1 | 0.5 | 9 | 25 | -8
CC(C)N1CCC(C)(C(=O)Nc2ccc(Cl)c(Cl)c2)C1 (centres undefined) | 4 | -10 | 3 | -16 | x | 8 | 0.5 | -2.6 | x | -1 | -2
COc1nc(OC)nc(N2CCC(C(=O)NCc3cccs3)CC2)n1 | 13 | 6 | 18 | 1 | -1 | -5 | -0.2 | 1.7 | 9 | 11 | -15
O=C(CSc1nnc2scc(-c3ccccc3)n12)NCC1CCCO1 (centres undefined) | 0 | -1 | -17 | -29 | 4 | 7 | 0.0 | -3.4 | 0 | -7 | 0
CCC/C=C/c1ccc(CN2C(C(C)C)C(=O)N(Cc3cn(CCC4OCCO4)nn3)CCS2(=O)=O)cc1 (centres undefined) | 13 | 10 | 5 | 1 | x | -19 | 0.1 | -1.0 | x | 4 | -6
O=C(COc1ccc(-c2ccccc2)cc1)NN=C1CCCC1 | -12 | 7 | -17 | -13 | 0 | 4 | 0.1 | -0.1 | -13 | -7 | -10
O=C(N[C@H]1C/C=C\C[C@@H](CC(=O)N(CCO)Cc2ccccc2)C(=O)N2CCC[C@@H]2COC1=O)OCC1c2ccccc2-c2ccccc21 | 0 | -8 | -5 | 28 | x | -11 | -0.2 | 5.2 | 14 | -4 | -5
Cc1ccccc1C(=O)Nc1nc2c(C)csc2c(=O)s1 | 1 | -8 | 9 | 8 | 2 | 18 | 0.1 | -0.5 | 0 | 4 | 19
OCC(Cc1ccccc1)NCc1ccccc1C(F)(F)F (centres undefined) | -39 | -6 | -57 | 5 | -2 | -5 | -0.1 | 0.3 | 15 | 10 | 8
CCCCCCCCN1[C@@H](CC(C)=O)c2cc(C(F)(F)F)ccc2S1(=O)=O | -2 | -16 | 12 | 58 | 3 | 0 | 0.8 | -1.2 | 1 | 12 | 19
Cc1cc(CNC(=O)CCc2nnc(CCCCc3ccccc3)o2)nn1C | 6 | -17 | 5 | 8 | 3 | -6 | 0.3 | -0.2 | 8 | -3 | -1
COc1cc([N+](=O)[O-])c(OC)cc1SCc1n[nH]c(=S)n1-c1ccc(F)cc1 | 8 | -2 | 19 | -4 | 3 | -3 | -0.1 | -0.2 | 0 | 13 | 6
CC(C)N(CCNC(=O)C1CCCN(c2ncnc3c2nc2n3CCCCC2)C1)Cc1ccccc1 (centres undefined) | -16 | -5 | -2 | 0 | 3 | -21 | 0.1 | 1.3 | -15 | 10 | 11
C[C@@H](NC(=O)c1[nH]cnc1C(=O)Nc1nccs1)c1ccccc1 | -8 | -5 | -1 | -8 | 1 | 9 | 4.4 | 1.3 | 1 | 1 | -11
O=S(=O)(NCCc1ccccn1)c1ccc(F)c(F)c1 | 8 | 10 | -2 | -15 | -1 | -14 | -0.1 | 2.0 | 3 | 4 | -9
CCOC(=O)C1=C(C)N(C)C(C)=C(C(=O)OCC)C1c1ccccc1 | -7 | 0 | 12 | 0 | 1 | 6 | -0.1 | 1.6 | 17 | 18 | 6
O=C1CN(C(=O)COC(=O)c2ccc(Br)o2)c2ccccc2N1 | -3 | -1 | 2 | 3 | x | -9 | 0.0 | 1.3 | 8 | 10 | -5
O=C(Nc1cccc(F)c1)C1CCCN(C(=O)c2ccc(Cl)cc2)C1 (centres undefined) | -6 | -2 | -4 | 11 | -1 | 2 | 0.7 | -0.4 | -11 | -13 | 19
CC1CCCCC1NC(=O)/C=C/c1nc2ccccc2s1 (centres undefined) | -68 | 10 | -174 | -20 | -1 | -32 | 0.9 | -0.8 | -72 | -216 | 9
COc1ccc(C(=O)N2CCOC2CNC(=O)C(=O)NCc2ccc(Cl)cc2)cc1 (centres undefined) | -26 | 4 | -12 | 7 | -2 | 16 | 0.2 | -0.2 | 9 | 21 | -1
O=C(Nc1cccn2ncnc12)c1ccccc1 | -14 | -2 | -50 | -9 | 0 | -2 | -0.1 | -1.1 | -22 | -38 | 11
CCOC(=O)c1cnc2c(C)cccc2c1NCCCN1CCOCC1 | -48 | 12 | 32 | 3 | 2 | -18 | 0.3 | -0.3 | 12 | -7 | -21
Cc1c(C)[n+](=O)c(-c2ccc(Br)cc2)c(C)n1[O-] | -4 | -1 | 10 | 5 | 4 | 8 | -0.1 | -0.1 | 0 | 17 | -4
COc1ccc(-n2nnnc2C(c2cccc3ccccc23)N2CCN(C/C=C/c3ccccc3)CC2)cc1 (centres undefined) | -19 | -19 | -3 | 33 | x | 10 | -0.2 | -2.2 | x | -13 | 22
Cc1nn(C(=O)c2cccnc2)c(C)c1Sc1ccc(Br)cc1 | -17 | 6 | -24 | -2 | -1 | 7 | -0.1 | 1.1 | -11 | -12 | 6
Cc1cc2nc(-c3cccc(Br)c3)c(CC(C)(C)C)n2c(C)c1Br | 12 | -2 | 9 | -17 | x | 5 | -0.3 | 0.3 | x | 9 | 8
Cc1ccc2[nH]c(C(=O)N3CCN(C(c4ccccc4)c4ccccc4)CC3)cc2c1 | 11 | 15 | 28 | 27 | -4 | 15 | 0.3 | -0.3 | -7 | 4 | -14
COc1cc2nncc(SC)c2cc1OC | -6 | 12 | 10 | 10 | x | 0 | -0.2 | 3.2 | 2 | 10 | -24
O=C(COc1ccccc1)N[C@@H]1c2ccccc2CC[C@@H]1O | -30 | -14 | 0 | -13 | x | -1 | 0.1 | 2.2 | -11 | 13 | 8
CC(NC(=O)c1ccco1)C(=O)Nc1nc(-c2ccccn2)cs1 (centres undefined) | 0 | 12 | 13 | 15 | 0 | 5 | 1.8 | 3.5 | 2 | 7 | -19
N#CCCn1c(SCC(=O)NCc2ccco2)nc2ccccc21 | -11 | -5 | 7 | 13 | -1 | -7 | 0.8 | -1.6 | -1 | 22 | 12
CCOC(=O)c1[nH]c(=O)[nH]c1CN(Cc1ccco1)Cc1[nH]c(=O)[nH]c1C(=O)OCC | -28 | 4 | -5 | 0 | 1 | 3 | -0.2 | 2.1 | 5 | 18 | 1

Five of these compounds, reformatted.
Screens in order: NR2E3 ag-1, KKLEB cytotox, Peg3 prom inh, Shn3 inh set2, NR2E3 ag-2, TWEAK Fn14 block, aDG glyco act, hiPSC survival, MITF TRPM1 inh, HIF-2a inh, CF NFkB block
COc1cc2nncc(SC)c2cc1OC
    -6, 12, 10, 10, x, 0, -0.2, 3.2, 2, 10, -24
O=C(COc1ccccc1)N[C@@H]1c2ccccc2CC[C@@H]1O
    -30, -14, 0, -13, x, -1, 0.1, 2.2, -11, 13, 8
CC(NC(=O)c1ccco1)C(=O)Nc1nc(-c2ccccn2)cs1 (centres undefined)
    0, 12, 13, 15, 0, 5, 1.8, 3.5, 2, 7, -19
N#CCCn1c(SCC(=O)NCc2ccco2)nc2ccccc21
    -11, -5, 7, 13, -1, -7, 0.8, -1.6, -1, 22, 12
CCOC(=O)c1[nH]c(=O)[nH]c1CN(Cc1ccco1)Cc1[nH]c(=O)[nH]c1C(=O)OCC
    -28, 4, -5, 0, 1, 3, -0.2, 2.1, 5, 18, 1
